Assay outcomes from PubChem.
IDH1 R132H inh: blocks human IDH1 R132H reductase activity | diaphorase/resazurin fluorescence, 60 min | inhibition, % at 10 µM | 70,000 tested, 0.18% active; in the data active means inhibition above about 34%;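 further: 0% = DMSO and 100% = no enzyme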
Target sequence (O75874 whole entry R132H): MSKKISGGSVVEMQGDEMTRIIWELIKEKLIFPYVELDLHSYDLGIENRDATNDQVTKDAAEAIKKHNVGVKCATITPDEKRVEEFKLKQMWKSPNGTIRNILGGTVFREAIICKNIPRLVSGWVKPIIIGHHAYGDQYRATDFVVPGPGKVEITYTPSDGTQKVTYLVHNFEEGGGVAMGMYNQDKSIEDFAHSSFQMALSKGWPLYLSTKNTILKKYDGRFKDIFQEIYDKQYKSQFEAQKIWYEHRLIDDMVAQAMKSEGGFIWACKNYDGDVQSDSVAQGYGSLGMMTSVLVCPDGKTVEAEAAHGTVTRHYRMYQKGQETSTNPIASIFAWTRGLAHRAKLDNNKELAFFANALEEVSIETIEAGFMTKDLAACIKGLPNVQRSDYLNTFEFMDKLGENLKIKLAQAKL
EZH2 inh: inhibitors of human EZH2/PRC2 methyltransferase. Q15910. PRC2 H3K27 methylation, DELFIA TRF, 1 h. inhibition, % at 12.5 µM. 57,000 tested, 0.35% active. AID 651548;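 active means mean inhibition of replicates at least 50% and every single replicate also reaching 50%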;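 further: dimethyl H3K27 on biotinylated H3 21-44 peptide detected by antibody; plate controls were median neutral control wells for no effect and median positive control wells for full effect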
* marks the source's active call; other numbers are inactive results; / = not tested or not shown. This is a subset. The share of hits here may be higher or lower than overall.

SMILES	IDH1 R132H inh	EZH2 inh
C[C@@H]1CN([C@@H](C)CO)C(=O)Cc2cc(NS(=O)(=O)c3ccccc3)ccc2O[C@@H]1CN(C)C(=O)Nc1ccccc1	0.3	1
Cc1noc(C)c1C(=O)N(C)C[C@@H]1OCc2ccccc2-c2c(n(C)c3ccccc23)C(=O)N([C@@H](C)CO)C[C@@H]1C	0.5	-3
CC(C)NC(=O)NCC[C@@H]1CC[C@H](NC(=O)Nc2ccccc2)[C@@H](CO)O1	0.7	3
CCCC#Cc1cnc2c(c1)C(=O)N([C@H](C)CO)C[C@@H](C)[C@@H](CN(C)C(=O)C1CCCCC1)O2	0.2	-6
C=CC(C)(CC/C=C(\C)C(O)CC=C(C)C)OC1OC(CO)C(O)C(O)C1O (stereo unspecified)	0.1	/
Cc1ccc(S(=O)(=O)N[C@@H]2CC[C@H](CCn3cc(-c4ccccc4F)nn3)O[C@@H]2CO)cc1	-0.3	-5
CCc1ccccc1NC(=O)CSc1nc2ccc(C(=O)c3ccccc3)cc2[nH]1	0.0	32
C[C@H]1CN([C@@H](C)CO)C(=O)c2cc(NC(=O)Nc3ccc4c(c3)OCO4)ccc2O[C@H]1CN(C)S(=O)(=O)c1ccc(F)cc1	-0.2	/
C[C@H](CO)N1C[C@H](C)[C@H](CN(C)C(=O)c2ccccn2)Oc2ncc(-c3ccc(F)cc3)cc2C1=O	0.0	/
C[C@H](O)C#Cc1ccc2c(c1)O[C@@H](CN(C)C)[C@H](C)CN([C@H](C)CO)S2(=O)=O	-0.9	/
O=C(O)CSc1nnc(-c2cccs2)n1-c1cccc(C(F)(F)F)c1	0.3	6
O=C(N/N=C/c1cc(I)cc(I)c1O)c1ccccc1O	0.2	6
CC(C)NC(=O)Nc1ccc2c(c1)CC(=O)N([C@@H](C)CO)C[C@H](C)[C@H](CN(C)S(=O)(=O)c1ccc(F)cc1)O2	0.5	4
COCC(=O)Nc1ccc2c(c1)C(=O)N(C)C[C@@H](OC)[C@H](C)CN(Cc1ccccc1)[C@@H](C)CO2	0.2	-6
Cc1noc(C)c1S(=O)(=O)Nc1ccc2c(c1)CC(=O)N([C@H](C)CO)C[C@@H](C)[C@H](CN(C)Cc1ccncc1)O2	2.1	/
C[C@H]1CN([C@@H](C)CO)C(=O)c2cccc(NS(=O)(=O)c3ccc(F)cc3)c2O[C@H]1CN(C)C(=O)NC1CCCCC1	0.8	12
C[C@H](CO)N1C[C@H](C)[C@H](CN(C)Cc2cncnc2)Oc2cc(C3=CCCCC3)ccc2S1(=O)=O	-0.1	-15
C[C@H](CO)N1C[C@H](C)[C@H](CN(C)C(=O)Nc2ccccc2)Oc2ccc(NS(C)(=O)=O)cc2C1=O	0.6	2
O=C1C(=O)N(CCc2ccccc2)C(c2ccco2)C1C(=O)c1cc2ccccc2o1 (stereo unspecified)	5.2	-16
CO[C@H]1CN(C)C(=O)c2cc(NC(C)=O)ccc2OC[C@H](C)N(Cc2cc(F)ccc2F)C[C@@H]1C	0.0	-2
C[C@@H]1CN([C@H](C)CO)C(=O)Cc2cc(NS(=O)(=O)c3ccc(F)cc3)ccc2O[C@H]1CN(C)S(=O)(=O)c1cccs1	1.9	/
C[C@H](CO)N1C[C@H](C)[C@@H](CN(C)C(=O)Nc2ccc(F)cc2)Oc2c(NC(=O)c3ccncc3)cccc2C1=O	/	10
NC(=O)COc1ccc(/C=N/NC(=O)c2cccc(C(=O)NO)c2)cc1	/	-24
COc1ccccc1-c1ccc2c(c1)O[C@@H](CN(C)CC1CC1)[C@@H](C)CN([C@@H](C)CO)S2(=O)=O	0.0	-20
Cc1nnc(C)n1/N=C/c1cc(Br)cc(Br)c1O	5.2	16
Carrying on:
SMILES	IDH1 R132H inh	EZH2 inh
CCC(=O)Nc1ccc2c(c1)C(=O)N(C)C[C@@H](OC)[C@@H](C)CN(C(=O)CN(C)C)[C@@H](C)CO2	0.2	-2
O=C(CC1CC1)Nc1ccc2c(c1)[C@H]1C[C@H](CC(=O)NC3CCCCC3)O[C@H](CO)[C@H]1O2	0.2	-12
COc1cccc(NC(=O)N[C@@H]2C=C[C@@H](CC(=O)NCc3ccncn3)O[C@@H]2CO)c1	-0.2	23
O=c1[nH]c2cc(Cl)c(Cl)cc2[nH]c1=O	0.3	9
COc1ccc(S(=O)(=O)N(C)C[C@H]2OCCCC[C@@H](C)Oc3ccc(NC(=O)C4CCCCC4)cc3C(=O)N([C@H](C)CO)C[C@H]2C)cc1	-1.5	/
CO[C@@H](CN(C)C(=O)c1cnccn1)[C@@H](C)CN([C@@H](C)CO)S(=O)(=O)c1ccc(C)cc1	-0.2	13
Cc1ccc(S(=O)(=O)Nc2ccc3c(c2)C(=O)N([C@@H](C)CO)C[C@@H](C)[C@@H](CN(C)CC2CC2)O3)cc1	0.7	11
C[C@@H]1CN([C@H](C)CO)C(=O)Cc2cc(NC(=O)NC3CCCCC3)ccc2O[C@H]1CN(C)Cc1ccc(C(=O)Nc2ccccc2N)cc1	0.2	-6
O=C(Nc1ccc(F)cc1)N[C@H]1CC[C@@H](CCn2cc(-c3ccc(F)cc3)nn2)O[C@@H]1CO	0.3	18
Cc1ccc(S(=O)(=O)CCC(=O)Nc2cccc(Cl)c2)cc1	-0.4	5
C[C@@H]1CN([C@H](C)CO)C(=O)c2cc(-c3cccnc3)cnc2O[C@H]1CN(C)C(=O)C1CCCCC1	/	-3
COC(=O)c1ccccc1NC(=O)CNC(=O)c1cccs1	-0.4	-28
C[C@H](CO)N1C[C@H](C)[C@@H](CN(C)Cc2ccccc2)Oc2c(NC(=O)Nc3ccc(C(F)(F)F)cc3)cccc2C1=O	1.1	/
C[C@@H](NC(=O)C[C@H]1CC[C@H](NC(=O)C2CCOCC2)[C@H](CO)O1)c1ccccc1	0.3	8
C[C@@H]1CN([C@H](C)CO)S(=O)(=O)c2ccc(-c3ccncc3)cc2O[C@H]1CN(C)Cc1ccncc1	/	9
O=C(c1ccc(Oc2ccccc2)cc1)c1nc2c(n1O)CCCC2	-0.1	3
CCC(=O)N1C[C@H](C)[C@H](OC)CN(C)C(=O)c2ccc(NC(=O)NC(C)C)cc2OC[C@@H]1C	-0.1	5
C[C@@H]1CN([C@@H](C)CO)C(=O)Cc2cc(NS(=O)(=O)c3cccs3)ccc2O[C@H]1CN(C)C(=O)Nc1ccc(C(F)(F)F)cc1	-2.0	/
CCOC(=O)c1cnc2c(C)cc(Cl)cc2c1NCCN1CCOCC1	-0.1	-17
O=C(C[C@H]1C[C@@H]2c3cc(NC(=O)NC4CCCC4)ccc3O[C@@H]2[C@@H](CO)O1)NCc1ccccc1	-0.1	-9
Cc1ccc2c(CC(=O)NCc3ccco3)coc2c1C	0.3	-10
COCC#Cc1cnc2c(c1)C(=O)N([C@H](C)CO)C[C@H](C)[C@@H](CN(C)Cc1ccccc1F)O2	-0.2	-13
C[C@@H]1CN([C@H](C)CO)S(=O)(=O)c2ccc(Br)cc2O[C@H]1CN(C)C(=O)C1CCC1	/	-6
Cc1cc(C)c(NC(=O)CSc2nncc3ccccc23)c([N+](=O)[O-])c1	-0.7	-2
Cc1ccc(S(=O)(=O)N(C)C[C@H]2OCc3ccccc3-c3ccccc3C(=O)N([C@H](C)CO)C[C@H]2C)cc1	-3.2	-15
Remaining list, next part.
SMILES	IDH1 R132H inh	EZH2 inh
COc1ccc(S(=O)(=O)Nc2cccc3c2O[C@H](CN(C)C(=O)Nc2cccc4ccccc24)[C@@H](C)CN([C@@H](C)CO)C3=O)cc1	-0.8	/
O=C(C[C@@H]1C=C[C@H](NS(=O)(=O)c2ccc(F)cc2)[C@@H](CO)O1)NC1CCCCC1	-0.3	6
C[C@H](CO)N1C[C@H](C)[C@H](CN(C)Cc2ccccc2)Oc2c(NS(=O)(=O)c3ccc(F)cc3)cccc2C1=O	/	-7
C[C@H]1CN([C@@H](C)CO)C(=O)c2cccc(NC(=O)Nc3cccc4ccccc34)c2O[C@H]1CN(C)Cc1ccc(Cl)c(Cl)c1	-0.5	/
C[C@@H]1CCCCO[C@@H](CN(C)Cc2ccncc2)[C@@H](C)CN([C@H](C)CO)C(=O)c2cc(NC(=O)Nc3cccc4ccccc34)ccc2O1	2.3	/
C[C@@H]1CCCCO[C@@H](CN(C)C(=O)Nc2cccc3ccccc23)[C@H](C)CN([C@H](C)CO)C(=O)c2cc(NC(=O)Nc3ccc(F)cc3)ccc2O1	1.1	/
C[C@H](CO)N1C[C@H](C)[C@H](CN(C)C(=O)CC2CC2)Oc2ncc(C#CC3(O)CCCC3)cc2C1=O	-1.0	-5
CN(C)CC(=O)Nc1ccc2c(c1)[C@@H]1C[C@@H](CC(=O)N3CCc4ccccc4C3)O[C@@H](CO)[C@@H]1O2	-0.1	4
CCOc1cc(S(=O)(=O)NCc2cccnc2)c(C)cc1C	-0.4	6
CO[C@H]1CN(C)C(=O)c2cc(NC(C)=O)ccc2OC[C@H](C)N(C(=O)C2CCOCC2)C[C@@H]1C	0.3	1
COCC#Cc1cnc2c(c1)C(=O)N([C@H](C)CO)C[C@H](C)[C@@H](CN(C)C(=O)Nc1cccc(F)c1)O2	/	1
Cc1noc(C)c1NC(=O)Nc1ccc2c(c1)C(=O)N([C@H](C)CO)C[C@H](C)[C@H](CN(C)Cc1ccncc1)OCCCC[C@@H](C)O2	-0.3	/
C[C@@H]1CN([C@@H](C)CO)C(=O)Cc2cc(NC(=O)Nc3ccc(F)cc3)ccc2O[C@@H]1CN(C)S(=O)(=O)c1ccc(Cl)cc1	0.4	/
C[C@@H]1CCCCO[C@@H](CN(C)S(C)(=O)=O)[C@H](C)CN([C@H](C)CO)C(=O)c2cc(NC(=O)c3ccccc3)ccc2O1	/	5
C[C@@H]1CN([C@H](C)CO)C(=O)c2cc(-c3ccccc3)cnc2O[C@H]1CN(C)C	1.7	-5
C[C@H]1CN([C@@H](C)CO)S(=O)(=O)c2ccc(C3=CCCCC3)cc2O[C@@H]1CN(C)C(=O)c1ccncc1	24	1
CC(C)NC(=O)N(C)C[C@@H]1OCCCC[C@H](C)Oc2ccc(NC(=O)C3CCCCC3)cc2C(=O)N([C@H](C)CO)C[C@@H]1C	2.6	2
CCCC#Cc1cnc2c(c1)C(=O)N([C@H](C)CO)C[C@H](C)[C@H](CN(C)S(=O)(=O)c1cccc(OC)c1)O2	/	-5
COc1ccc(CN(C)C[C@H]2OCCCC[C@H](C)Oc3ccc(NC(=O)Nc4ccc(OC)cc4)cc3C(=O)N([C@@H](C)CO)C[C@@H]2C)cc1	-0.4	/
COc1cccc(C#Cc2ccc3c(c2)O[C@@H](CN(C)C(C)=O)[C@H](C)CN([C@@H](C)CO)S3(=O)=O)c1	0.1	-27
CC(C)NC(=O)N(C)C[C@H]1Oc2ncc(-c3cccc(C#N)c3)cc2C(=O)N([C@H](C)CO)C[C@H]1C	-1.6	14
O=C(NCC[C@H]1CC[C@@H](NS(=O)(=O)Cc2ccccc2)[C@H](CO)O1)C1CCOCC1	0.1	7
CCC(=O)Nc1ccc2c(c1)C(=O)N(C)C[C@H](OC)[C@@H](C)CN(C(=O)Cc1cccnc1)[C@H](C)CO2	-0.2	14
Cc1ccc(-c2ccc3c(c2)O[C@@H](CN(C)Cc2ccncc2)[C@H](C)CN([C@H](C)CO)S3(=O)=O)cc1	-0.2	12
CC1(C)Oc2ccc3ccc(=O)oc3c2[C@@H](O)[C@H]1O[C@@H]1O[C@H](CO)[C@@H](O)[C@H](O)[C@H]1O	0.1	/
The list goes on:
SMILES	IDH1 R132H inh	EZH2 inh
Cc1cccc(-c2nnc(SCC(=O)c3ccccc3)n2-c2ccccc2)c1	0.3	-6
C[C@H]1CN([C@@H](C)CO)C(=O)Cc2cc(NC(=O)Nc3cccc4ccccc34)ccc2O[C@@H]1CN(C)C(=O)NC1CCCCC1	-2.6	-13
O=C(Cc1ccccn1)NCC[C@H]1CC[C@@H](NS(=O)(=O)c2ccc(F)cc2)[C@H](CO)O1	-0.1	5
C[C@@H]1CN([C@H](C)CO)C(=O)CCCn2nncc2CO[C@@H]1CN(C)Cc1ccccc1	1.5	13
C[C@H](CO)N1C[C@H](C)[C@H](CN(C)C(=O)Nc2ccc3c(c2)OCO3)Oc2ccc(N(C)C)cc2CC1=O	-4.1	4
C[C@@H]1CCCCO[C@@H](CN(C)C(=O)Cc2ccccc2)[C@H](C)CN([C@H](C)CO)C(=O)c2cc(NS(=O)(=O)c3ccccc3)ccc2O1	-0.4	/

12 structures out of the list, sorted by formula weight, rising.
SMILES	IDH1 R132H inh	EZH2 inh
Cc1cccc(-c2nnc(SCC(=O)c3ccccc3)n2-c2ccccc2)c1	0.3	-6
C[C@@H]1CN([C@H](C)CO)C(=O)CCCn2nncc2CO[C@@H]1CN(C)Cc1ccccc1	1.5	13
O=C(NCC[C@H]1CC[C@@H](NS(=O)(=O)Cc2ccccc2)[C@H](CO)O1)C1CCOCC1	0.1	7
CC(C)NC(=O)N(C)C[C@H]1Oc2ncc(-c3cccc(C#N)c3)cc2C(=O)N([C@H](C)CO)C[C@H]1C	-1.6	14
CCC(=O)Nc1ccc2c(c1)C(=O)N(C)C[C@H](OC)[C@@H](C)CN(C(=O)Cc1cccnc1)[C@H](C)CO2	-0.2	14
COc1cccc(C#Cc2ccc3c(c2)O[C@@H](CN(C)C(C)=O)[C@H](C)CN([C@@H](C)CO)S3(=O)=O)c1	0.1	-27
C[C@H](CO)N1C[C@H](C)[C@H](CN(C)C(=O)Nc2ccc3c(c2)OCO3)Oc2ccc(N(C)C)cc2CC1=O	-4.1	4
CCCC#Cc1cnc2c(c1)C(=O)N([C@H](C)CO)C[C@H](C)[C@H](CN(C)S(=O)(=O)c1cccc(OC)c1)O2	/	-5
CC(C)NC(=O)N(C)C[C@@H]1OCCCC[C@H](C)Oc2ccc(NC(=O)C3CCCCC3)cc2C(=O)N([C@H](C)CO)C[C@@H]1C	2.6	2
C[C@H]1CN([C@@H](C)CO)C(=O)Cc2cc(NC(=O)Nc3cccc4ccccc34)ccc2O[C@@H]1CN(C)C(=O)NC1CCCCC1	-2.6	-13
C[C@@H]1CCCCO[C@@H](CN(C)C(=O)Cc2ccccc2)[C@H](C)CN([C@H](C)CO)C(=O)c2cc(NS(=O)(=O)c3ccccc3)ccc2O1	-0.4	/
COc1ccc(CN(C)C[C@H]2OCCCC[C@H](C)Oc3ccc(NC(=O)Nc4ccc(OC)cc4)cc3C(=O)N([C@@H](C)CO)C[C@@H]2C)cc1	-0.4	/
